# Lipid storage S3 – qHTS Assay for Lipid Storage Modulators in Drosophila S3 Cells; Drosophila S3 cells, BODIPY lipid droplet fluorescence, 18-24 h; cells fed with added oleic acid; lipid storage change, negative = inhibition, % at the top dose, mostly 46.1 µM; hits show Potency in µM; 320,000 compounds, 0.64% hits; AID 2685, 2010; active = well fitted inhibition curve with a large enough effect in the signal ratio, with a control signal flat, not every such curve was filed as active; inconclusive = small, poorly fitted or top-dose-only effect, or effect the other way, or a change in a side signal; the % refers to the signal ratio
#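 Drosophila S3 cells loaded with oleic acid (400 uM, as added) and compounds at several concentrations; lipid droplets imaged by 488-nm laser-scanning cytometry, 500–530 nm intensity and object ratio to cell channel. Percent activity normalized to 20 uM Triacsin C.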
# Lipid storage S3 cell count max – further read-out of Lipid storage S3, marked with its call; cell number change, %; measured here: cell count max response;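 cells counted by Cell Tracker Red CMTPX staining in the red channel; peak over a dose series mostly up to 46.1 µM; percent activity relative to internal control wells on each plate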
# Active calls of the source: *; i = inactive; ? = inconclusive; nt = not tested or not shown; [ ] = dose if it differs, or a comment. % is set by controls: 0 for no effect and ±100 for the full control effect; potency is the fitted concentration of half-maximal effect. Only part of the results is shown, so the mix of outcomes need not match the whole.
SMILES,Lipid storage S3,Lipid storage S3 cell count max
Cc1cc(N2CCN(C(=O)/C=C/C(=O)O)CC2)c2ccccc2n1,10%,-1
COc1ccc(C(C)=O)cc1COC(=O)CCC(=O)N(CC(C)C)c1c(N)n(CC(C)C)c(=O)[nH]c1=O,?,nt
O=C(Nc1ccc(Oc2ccccc2)cc1)C1CCCO1 (stereo not given),1%,-2
COc1ccccc1C(=O)N1CCN(CCNC(=O)C(=O)Nc2ccc(Br)c(C)c2)CC1,?,nt
O=C(CCc1n[nH]c(=O)[nH]c1=O)N/N=C/c1ccco1,?,nt
COc1ccccc1/C=C(/C(=O)OCC(=O)Nc1ccccc1C)c1ccccc1,?,nt
Cc1noc(NS(=O)(=O)c2ccc(NC(=O)CSc3n[nH]c(-c4ccccc4)n3)cc2)c1C,?,nt
O=C(CSCCNS(=O)(=O)c1ccccc1)Nc1ccccc1,0%[9.22 µM],4
CCOC(=O)C(CC)Sc1ccc2nnc(-c3cccnc3)n2n1 (stereo not given),-5%,0
COc1cc(C2Nc3ccc4ncccc4c3C3=C2C(=O)CCC3)cc(OC)c1OC (stereo not given),22%,4
COc1ccc(C2c3c(oc4ccccc4c3=O)C(=O)N2CC2CCCO2)cc1 (stereo not given),?,nt
COCCn1c(CN2CCN(C(=O)c3ccco3)CC2)nc2c1c(=O)n(C)c(=O)n2C,i,21
CCCc1[nH]n(-c2ccc([N+](=O)[O-])cc2)c(=O)c1C=NCCN1CCNCC1,5%,-1
OCCN(CCO)CC(O)Cn1c2ccccc2c2ccccc21 (stereo not given),2%,4
COc1ccc(N(CC(=O)Nc2cc(C)ccc2C)S(=O)(=O)c2c(C)[nH]c(=O)[nH]c2=O)cc1,6%,nt
CCn1cnc2cc(NCc3ccc(Cl)cc3)ccc21,?,nt
S=C(c1ccccc1)N(c1ccccc1)c1ccccc1,?,nt
O=C(NCc1ccccc1)N[C@@H](Cc1ccccc1)C(=O)O,?,nt
CCc1cc(=O)oc2cc(OC(C)C(=O)NCCCn3ccnc3)ccc12 (stereo not given),?,nt
CCOc1ccc(NC(=O)Nc2ccccc2SC)cc1,?,nt
Cc1cc(C)c(NC(=O)CSc2nc(=O)n(CCN3CCOCC3)c3c2CCC3)c(C)c1,8%,19
CCOC(=O)CN1C(=O)C(O)=C(C(C)=O)C1c1ccccc1 (stereo not given),-8%,2
O=C(CNC(=O)c1ccc(F)cc1)NCc1ccc(S(=O)(=O)N2CCOCC2)cc1,?,nt
COCc1cc(C)nc(SCC(=O)Nc2cccc3cccnc23)c1C#N,?,nt
COc1ccc(Cl)cc1NC(=S)NCCc1c[nH]c2ccccc12,-6%,-24

# 5 neighbouring records out of the list so far, for reference:
SMILES,Lipid storage S3,Lipid storage S3 cell count max
CCc1cc(=O)oc2cc(OC(C)C(=O)NCCCn3ccnc3)ccc12 (stereo not given),?,nt
CCOc1ccc(NC(=O)Nc2ccccc2SC)cc1,?,nt
Cc1cc(C)c(NC(=O)CSc2nc(=O)n(CCN3CCOCC3)c3c2CCC3)c(C)c1,8%,19
CCOC(=O)CN1C(=O)C(O)=C(C(C)=O)C1c1ccccc1 (stereo not given),-8%,2
O=C(CNC(=O)c1ccc(F)cc1)NCc1ccc(S(=O)(=O)N2CCOCC2)cc1,?,nt

# Following part.
SMILES,Lipid storage S3,Lipid storage S3 cell count max
CC(C)Sc1nnc(NC(=O)CCc2ccccc2)s1,12%,12
O=C(Nc1nccs1)Oc1ccccc1,14%,16
O=C(N/N=C/c1cc2c(c([N+](=O)[O-])c1)OCO2)c1ccncc1,20%,-17
COc1ccc(NC(=O)NC23CC4(C)CC(C)(CC(C)(C4)C2)C3)cc1OC,?,nt
COc1ccc(CCNC(=O)CC2Nc3cc(C)c(C)cc3NC2=O)cc1OC (stereo not given),i,21
Oc1c(C=Nc2cccc3cccnc23)sc2ccccc12,?,nt
CCOc1ccc(CNn2cnnc2)cc1,?,nt
COc1ccc(S(=O)(=O)N2CCC(C(=O)NCC3CCCO3)CC2)cc1OC (stereo not given),?,nt
O=C(c1ccc(-c2cccc(Cl)c2)o1)N1CCN(c2ccc([N+](=O)[O-])cc2)CC1,11%,-3
Cc1cccc(-n2c(C)c(-c3ccccc3)[nH]c2=S)c1,?,nt
Fc1ccccc1Cc1noc(CN2CCN(C/C=C/c3ccccc3)CC2)n1,-4%,-1
CN(Cc1ccc(OC(F)F)cc1)C(=O)C1CCN(S(=O)(=O)c2ccc3c(c2)OCCO3)CC1,?,nt
CCNC(=S)NNC(=O)c1ccncc1,7%,22
CC(=O)C1=C(C)Nc2ncnn2C1c1cccc(OCc2ccccc2)c1 (stereo not given),?,nt
Cc1cc(C(=O)OCC(=O)NC2CC2)ccc1[N+](=O)[O-],?,nt
Cn1c(COc2ccccc2)nnc1SCc1nc2ccccc2[nH]1,?,nt
Cc1cccc[n+]1CCCCCCCCCC[n+]1ccccc1C,-25%,-15
O=C(N/N=C/c1ccc([N+](=O)[O-])o1)c1cc(-c2ccc(-c3ccccc3)cc2)nc2ccccc12,13%,-18
COc1cc([N+](=O)[O-])ccc1NC(=S)NNC(=O)CCC(=O)Nc1ccccc1Cl,?,nt
CCCSc1nc(N)c(C#N)c(-c2ccc(C)cc2)c1C#N,?,nt
CCN1C(=O)[C@H]2[C@@H](c3ccc(-c4ccc(OC)cc4)cc3)N3CCC[C@@]3(C(=O)OC)[C@H]2C1=O,?,nt
CCCCn1c(SCC(=O)Nc2cc(C)on2)nc2ccsc2c1=O,i,nt
O=[N+]([O-])c1ccc(NNS(=O)(=O)c2cc(Cl)ccc2Cl)nc1,i,-20
N#CCSc1nnc(C2CCCCC2)n1Cc1ccccc1,?,nt
Cc1cccc(-c2nnnn2-c2cccc(C)c2)c1,?,nt
# Other results:
SMILES,Lipid storage S3,Lipid storage S3 cell count max
CCc1ccc2oc(=O)cc(CN3CCCCC3C)c2c1 (stereo not given),?,nt
COc1cccc(CNC(=O)c2cc(=O)[nH]c3ccc(S(=O)(=O)N4CCOCC4)cc23)c1,?,nt
CNC(=S)N1CCc2sccc2C1C (stereo not given),?,nt
CC1CCCCN1C(=O)CNCC1CCCO1 (stereo not given),?,nt
O=C(Nc1ccncc1)c1ccc(Cl)c([N+](=O)[O-])c1,-2%,-11
CC(=O)c1cccc(NS(=O)(=O)c2c(C)noc2C)c1,2%,21
Cc1cccc(-n2ncc3c(NCc4ccccc4)ncnc32)c1,?,nt
CCS(=O)(=O)c1nc(S(=O)(=O)c2ccc(C)cc2)c(N2CCCC(C)C2)s1 (stereo not given),i,nt
Cc1ccc2nc(C)c(C(=O)NN=C3CCN(C)CC3)n2c1,?,nt
COc1cc(-c2noc(CCCC(=O)NC3CCCCC3)n2)cc(OC)c1OC,i,nt
CCC1=[N+](CC(=O)c2ccc(C)cc2)CCn2cccc21,-16%,-6
CN1CCN(CCCCOc2cccc3ccccc23)CC1,8%,21
CC12CC(NC(=O)N1c1cccc(C(=O)NCc3ccc4c(c3)OCO4)c1)c1cc(Cl)ccc1O2 (stereo not given),-12%,10
Cc1noc(NS(=O)(=O)c2ccc(NC(=O)C34CC5CC(C3)CC(n3cnc(Br)n3)(C5)C4)cc2)c1C,-5%,nt
O=C(CSc1ccc2ccccc2c1)N1CCN(c2ccc(O)cc2)CC1,0%,9
O=C(COC(=O)/C=C/c1ccco1)NCCc1ccccc1,?,nt
CC(=O)Nc1ccc(S(=O)(=O)N/N=C/c2ccc(C)s2)cc1,?,nt
O=C(NC1CCN(C(=S)Nc2ccc(Cl)cc2)CC1)c1ccco1,?,nt
Cc1nnc2c3ccccc3c(-c3ccc(O)cc3)nn12,?,nt
CCCn1c(C)cc(C(=O)COc2ccc(-c3nnco3)cc2)c1C,?,nt
CC(=O)Nc1c(O)nc(SCc2ccccc2C#N)[nH]c1=O,?,nt
Cc1ccc(S(=O)(=O)CCC(=O)Nc2cccc(Cl)c2)cc1,-12%,4
CC(=O)N1CCOc2ccc(S(=O)(=O)NCc3ccc(Cl)cc3)cc21,i,nt
Cc1ccsc1/C=N/NC(=O)C(=O)NCC(C)C,i,-8
Cc1cc(C(=O)N2CCN(C/C=C/c3ccccc3)CC2)no1,i,nt

# 7 structures already listed, ordered by molar mass, descending:
SMILES,Lipid storage S3,Lipid storage S3 cell count max
COc1cccc(CNC(=O)c2cc(=O)[nH]c3ccc(S(=O)(=O)N4CCOCC4)cc23)c1,?,nt
CC(=O)Nc1c(O)nc(SCc2ccccc2C#N)[nH]c1=O,?,nt
Cc1cccc(-n2ncc3c(NCc4ccccc4)ncnc32)c1,?,nt
CCC1=[N+](CC(=O)c2ccc(C)cc2)CCn2cccc21,-16%,-6
Cc1nnc2c3ccccc3c(-c3ccc(O)cc3)nn12,?,nt
Cc1ccsc1/C=N/NC(=O)C(=O)NCC(C)C,i,-8
CNC(=S)N1CCc2sccc2C1C (stereo not given),?,nt

# The list goes on:
SMILES,Lipid storage S3,Lipid storage S3 cell count max
COC(=O)c1cccc(NC(=O)Cc2nc(-c3ccccc3)sc2-c2ccc(C)cc2)c1,?,nt
Cn1c2ccccc2c2ncn(CCN3CCOCC3)c(=O)c21,16%,-16
O=C(NCc1n[nH]c(=S)n1-c1ccccc1)c1ccc(S(=O)(=O)N2CCOCC2)cc1,?,nt
COc1ccc(NC(=O)COC(=O)c2c3c(nc4ccccc24)CCCC3)cc1,-1%,-11
Cc1sc(-n2c(C)cc(C=O)c2C)c(C(=O)O)c1C,?,nt
O=S(=O)(c1ccc2nc(Cc3cccc(C(F)(F)F)c3)[nH]c2c1)N1CCOCC1,?,nt
CCC(C)(C)NC(=O)C1c2ccccc2Oc2ccccc21,8%,nt
Cc1cc(C)n(-c2ncnc3sc4c(c23)CC(C)CC4)n1 (stereo not given),2%,-19
CCOc1cc(/C=C2/C(=O)ON=C2C)ccc1O,?,nt
C/C(=C\C(=O)O)C(=O)Nc1nccs1,?,nt
O=C(O)c1ccc(N/N=C/c2cn(Cc3ccc(F)cc3)c3ccccc23)cc1,8%,1
COc1ccccc1NC(=O)Cc1noc(CSc2n[nH]c(N)n2)n1,i,nt
Fc1ccc(N2CCN(c3cnc4ccccc4n3)CC2)cc1,3%,1
Cn1c(=O)c2c(SCC(=O)NCc3ccco3)nc(CC(C)(C)C)nc2n(C)c1=O,?,nt
COc1cccc(-c2ccnc3[nH]n(-c4ccccc4)c(=O)c23)c1,12%,1
COc1ccc(/C=C/C(=O)OCC(=O)NC2CCCC(C)C2C)cc1S(=O)(=O)N1CCOCC1 (stereo not given),0%,1
N/C(=N\c1nc2ccccc2o1)NC(=O)c1ccccc1Br,-3%,18
Cc1cc(-c2ccccc2)c(C#N)c(N)n1,?,nt
Cc1ccc(Nc2nc(CSc3nnc(-c4cccs4)o3)cs2)cc1,?,nt
CCc1ccc(OC(=O)CN2C(=O)c3ccccc3C2=O)cc1,?,nt
CCOc1ccccc1C(=O)N1c2ccccc2Sc2ccccc21,-3%,-1
O=C(O)c1cccc([N+](=O)[O-])c1C(=O)Nc1nc2ccccc2s1,-23%,-6
COc1ccc(OC)c(C(c2nnnn2Cc2ccccc2)N2CCN(C)CC2)c1 (stereo not given),-3%,0
Cc1ccc(NC(=O)CNC(=O)c2ccc3c(c2)OCO3)nc1,-15%,-12
CCOC(=O)c1c(NC(=O)COC(=O)Cn2cnc3c2c(=O)n(C)c(=O)n3C)sc(C)c1CC,i,nt
# (cont.)
SMILES,Lipid storage S3,Lipid storage S3 cell count max
Cc1cccc(NC(=S)N2CCC(N(C)CC3CCCO3)CC2)c1 (stereo not given),?,nt
O=S(=O)(Nc1ccncc1)c1cc(Cl)c(Cl)cc1Cl,?,nt
COc1ccc(CNC(=O)c2cc(-c3ccc(OC)c(OC)c3)on2)cc1,i,nt
COc1cc(C(=O)Nc2ccc(C)cc2)c2ccccc2n1,-1%,17
O=C(CCCn1c(=O)[nH]c2ccsc2c1=O)N1CCN(c2ccccn2)CC1,-23%,-2
CCOc1ccccc1NC(=O)CCn1c(=O)oc2ccccc21,-3%,-6
Cc1ccc(NCc2nnc(SCC(=O)O)n2-c2ccc(C)cc2)cc1,-11%,-4
Cc1ccc(Oc2ccc(C(=O)NCc3ccncc3)cc2)cc1,?,nt
N#Cc1cccc2cnccc12,i,17
CCCNC(=O)NC(=O)COC(=O)c1cccc(NS(=O)(=O)c2ccc(F)c(F)c2)c1,?,nt
Cc1ccc(CNC(=O)C2CCN(S(=O)(=O)c3cccnc3)CC2)cc1,?,nt
Cc1cc2c(cc1C)NC(c1c(C)n(C)n(-c3ccccc3)c1=O)C1=C(CC(C)(C)CC1=O)N2 (stereo not given),?,nt
CCOC(=O)N1CCC(=NNC(=O)COc2ccc(OC)cc2)CC1,6%,0
CNC(=O)c1sc(NCc2ccccc2OC)nc1C,-5%,0
CC1(C)CC(=O)C(=Cc2cn(-c3ccccc3)nc2-c2ccc(Cl)cc2)C(=O)C1,5%,-23
C=CCn1c(C(C)NC(=O)c2cccs2)n[nH]c1=S (stereo not given),11%,14
O=CN1Cc2ccccc2-c2ccccc2C1,24%,17
CCC(=O)c1ccc(OCC(O)CN2CCN(S(=O)(=O)c3ccc(NC(C)=O)cc3)CC2)cc1 (stereo not given),-6%,24
Cc1ccc2nc(Cn3cc(C(F)(F)F)ccc3=O)cc(=O)n2c1,?,nt
CN1Cc2ccccc2N(CC(=O)NCc2ccccc2)C1=O,?,nt
Cn1c(=O)[nH]c2c(Cl)nccc21,?,nt

# Profiles, quoted from the list:
# Cc1ccc(S(=O)(=O)CCC(=O)Nc2cccc(Cl)c2)cc1 across the screens: Lipid storage S3 = -12%; Lipid storage S3 cell count max = 4
# O=C(Nc1nccs1)Oc1ccccc1 across the screens: Lipid storage S3 = 14%; Lipid storage S3 cell count max = 16

# Screens (PubChem)
